# SRC3 TRFRET art: counter-screen for PPARgamma SRC-3 recruitment agonists: TR-FRET artefact | PPARgamma/SRC-3 format; hits give high values | TR-FRET ratio at 8 µM | actives 0.39% (n = 99,000); in the data active means TR-FRET ratio above about 2000; further: inactives centre near 1600; reference of the scale not given here
# SRC1 TRFRET art: flags TR-FRET format artefacts in PPARgamma SRC-1 recruitment agonist screen; AID 1051; TR-FRET detection artefact counter-screen, emission ratio; hits give high values; TR-FRET ratio at 8 µM; actives 0.34% (n = 99,000); in the data active means TR-FRET ratio above about 2300; further: inactives centre near 1800; reference of the scale not given here
# Active calls of the source: *. The list is partial, so the mix of outcomes need not match the whole.
SMILES,SRC3 TRFRET art,SRC1 TRFRET art
COc1ccc(-c2nc3n(n2)C(=O)CC(c2ccco2)S3)cc1 (stereo unspecified),1402,1726
C[C@@]1([C@@H](NC(=O)c2cccs2)c2ccc(-c3ccccc3)cc2)C[C@H]1C1CCCCC1,1613,1752
CCN(CC(=O)NC1CCS(=O)(=O)C1)C(=O)/C=C/c1cccs1 (stereo unspecified),1624,1677
C=CC[n+]1c(C)csc1Nc1ccc(C(=O)O)cc1,1555,1865
Cc1ccc2c(c1)[C@@H](O)C[C@@H](C)N2N=O,1633,1584
CCN(C(=O)COC(=O)/C=C/c1cccc([N+](=O)[O-])c1)c1ccccc1,1455,1975
O=C(NCc1cccc(Cl)c1)c1ccc2c(c1)SC1=NS(=O)(=O)CCN12,1728,1597
O=c1oc2ccccc2n1Cc1ccccc1,1425,1865
Cc1ccc(C)c(NC(=O)c2nc(Cl)ccc2Cl)c1,1594,1640
Cc1cc(N=Cc2c(O)n(-c3cccc(Cl)c3)c(=O)c3ccccc23)no1,1649,2000
CC1CCCCC1NC(=O)COC(=O)c1c2c(nc3ccccc13)/C(=C/c1ccco1)CC2 (stereo unspecified),1704,1940
COc1ccc(NC(=O)CSc2ccccc2)c([N+](=O)[O-])c1,1523,1697
CC1CN(C(=O)COC(=O)c2c(Cl)cccc2Cl)CC(C)O1 (stereo unspecified),1414,1910
O=C(CCS(=O)(=O)c1ccc(Cl)cc1)OCC(=O)N1CCCCC1,1364,1713
COC(=O)/C=C1\SC(N2CCOCC2)=C(c2ccc(OC)cc2)C1=O,1695,1718
COC(=O)c1cc(NC(=O)c2ccccc2)c(=O)oc1/C=C/Nc1ccc(Oc2ccccc2)cc1,1569,1883
COCCn1c(C)cc(C(=O)COC(=O)c2n[nH]c3ccccc23)c1C,1336,1709
C=CCNC(=S)N/N=C(\C)c1cccc(NC(C)=O)c1,1576,1632
Cc1ccc2nc(SCC(=O)Nc3cc(C(C)(C)C)nn3-c3ccccc3)[nH]c2c1,1575,1854
CCN(CC)S(=O)(=O)c1cccc(NC(=O)CSc2nnc(N)s2)c1,1488,1951
CCCCC(CCC(=O)O)(C(=O)OCC)c1csc(Nc2ccccc2)n1 (stereo unspecified),1460,1730
CN(C)CCCN(C(=O)c1ccco1)c1nc2ccc(Cl)cc2s1,1747,1843
COc1cc(NC(=O)C/C(C)=N/NC(=O)c2cccc(O)c2)c(OC)cc1Cl,1795,1977
Cc1[nH]c2ccccc2c1N=Nc1ccccc1C(=O)O,1852,2053
Cc1oc(-c2ccccc2Cl)nc1CN1CCCN(C(=O)c2ccco2)CC1,1547,1661
SMILES,SRC3 TRFRET art,SRC1 TRFRET art
O=C(NCCN1CCCC1)c1ccc(Cn2c(=S)[nH]c3ccc(Br)cc3c2=O)cc1,1774,1926
COc1cccc(-c2nn(C)c3sc(C(=O)N4CCN(c5ccccc5)CC4)cc23)c1,1696,1708
CNC(=O)Cc1nc2ccccc2n1CC(=O)Nc1cc(C)cc(C)c1,1652,1652
COC(=O)C1=C(C(=O)OC)C(c2cc([N+](=O)[O-])ccc2O)c2sc(=O)[nH]c2S1 (stereo unspecified),1569,1941
Cc1ccc(NC(=O)Nc2cccs2)cc1,1373,1758
CCCNC(=O)NC(=O)CSc1cccc(C(F)(F)F)c1,1378,1602
CCOC(=O)c1cnc(SCC(=O)NCc2cccs2)nc1N,1370,1931
O=[N+]([O-])c1cccc(N2Cc3ccccc3C2)c1,1664,1971
CCOC(=O)c1ccc(NC(=O)CCSCCc2ccccn2)cc1,1566,1826
CCOC(=O)C1(Cc2cccc(F)c2)CCN(Cc2cnn(CC)c2C)CC1,1607,1591
Cc1cccc(C(=O)N(Cc2nc3ccccc3c(=O)[nH]2)C2CCCCC2)c1,1652,1857
Cc1ccccc1NC(NC(=O)c1cccnc1)C(Cl)(Cl)Cl (stereo unspecified),1622,1692
COc1cc(OC)c(C2C3=C(CCCC3=O)Nc3nc4ccccc4n32)cc1OC (stereo unspecified),1697,1766
COc1cc(SC)ccc1C(=O)NCCc1ccccc1,1435,1844
O=C(CSCc1c(F)cccc1Cl)NCCSCc1ccco1,1477,1666
CCCCCOc1ccc(NC(=O)C(=O)NCC2CCCN2CC)cc1 (stereo unspecified),1574,1660
CCOCCCNC(=O)C(Cc1ccccc1)NS(=O)(=O)c1cccc2nsnc12 (stereo unspecified),1265,1820
Cc1ccc(OCC(=O)Nc2ccc([N+](=O)[O-])cc2)cc1,1498,1941
c1ccc(-c2nnc(N3CCOCC3)c3ccccc23)cc1,1485,1737
Cc1ccc(CCNC(=O)C2CCC(=O)N2Cc2cccnc2)cc1 (stereo unspecified),1709,1866
COc1ccc(-n2c(C)nc3sc4c(c3c2=O)CCCC4)cc1,1359,1900
COc1ccc(/C(O)=C2/C(=O)C(=O)N(CCCN(C)C)C2c2ccccc2)cc1OC (stereo unspecified),1796,2164
Cc1c(NC(=O)Nc2ccccc2)cccc1[N+](=O)[O-],1543,1490
COc1ccccc1/C=C(/C(=O)OCC(=O)Nc1ccccc1C(C)C)c1ccccc1,1356,1916
O=C(c1ccc(-n2cccc2)cc1)N1CCCCC1,1777,1681
SMILES,SRC3 TRFRET art,SRC1 TRFRET art
O=C(Cn1nc([N+](=O)[O-])nc1Br)NC(c1ccccc1)c1ccccc1,1534,1869
CCCCOC(=O)CCNc1n[nH]c(=O)[nH]c1=O,1615,1708
O=[N+]([O-])c1cccc(N/N=C/c2cccc3ccccc23)c1,1707,1661
CCNC(=S)N/N=C/c1c(Cl)cccc1Cl,1643,1840
COc1ccc(Cn2c(O)c(C=Nc3ccc(C)cc3)c3ccccc3c2=O)cc1,1623,1596
O=C(COc1ccccc1)Nc1ccc(N2CCN(C(=O)c3cccs3)CC2)cc1,1529,1544
COc1ccc(NC(=O)CN(C)CC(=O)Nc2ccc(Cl)c(S(=O)(=O)N(C)C)c2)cc1,1535,1857
Cc1[nH]c2ccccc2c1C(=O)COC(=O)c1c(-c2ccccc2Cl)noc1C,1645,1983
Cc1cc(C)n(-c2nnc(NCc3ccc(Cl)cc3)nn2)n1,1623,1933
COc1cccc(/C=N/NC(=O)CN(CCc2ccccc2)S(=O)(=O)c2ccc(NC(C)=O)cc2)c1,1601,1954
CNC(=S)Nc1cccc(Cl)c1C,1608,1923
Cc1cccc(NC(=O)c2nc[nH]c2C(=O)Nc2ccccc2[N+](=O)[O-])c1,1380,1882
COC(=O)NC(C)N1C(=O)C2C3C=CC(C3)C2C1=O (stereo unspecified),1858,1833
Cc1cc(C)n2nc(SCC(=O)NC(=O)NCc3ccco3)nc2n1,1716,1972
O=C(N/N=C1\CC2CC=CC12)c1ccc(O)cc1 (stereo unspecified),1534,1797
C=CCN(CC=C)C(=S)Nc1ccc(OC)c(OC)c1,1482,1423
C/C(=N/NC(=O)C(O)(c1ccccc1)c1ccccc1)c1ccc([N+](=O)[O-])o1,1511,1844
O=C(c1ccc2[nH]c3c(c2c1)CCCC3)N1CCN(c2ccc(F)cc2)CC1,1593,1797
CC(=O)O/N=C1\C(=O)N(Cc2ccc(C)cc2)c2ccccc21,1542,1796
CC(NCc1ccc(-c2ccccc2)cc1)C(O)c1ccccc1 (stereo unspecified),1501,1573
N=c1c(-c2nc3ccccc3[nH]2)cc(C(=O)c2ccco2)nn1-c1ccccc1,1509,1740
COc1ccc(C)cc1NC(=O)Cn1cnnn1,1351,1837
C/C(N)=C(/C#N)C(=O)COC(=O)CNC(=O)c1ccc(Cl)cc1Cl,1742,1709
O=C(NCc1cccs1)c1noc2c1CCCC2,1437,1696
Cc1ccccc1-c1nc(SCc2ccccn2)c2c(=O)n(C)c(=O)n(C)c2n1,1483,1759

# Random excerpt: 3 compounds from above
SMILES,SRC3 TRFRET art,SRC1 TRFRET art
Cc1[nH]c2ccccc2c1C(=O)COC(=O)c1c(-c2ccccc2Cl)noc1C,1645,1983
O=C(Cn1nc([N+](=O)[O-])nc1Br)NC(c1ccccc1)c1ccccc1,1534,1869
COc1ccc(NC(=O)CN(C)CC(=O)Nc2ccc(Cl)c(S(=O)(=O)N(C)C)c2)cc1,1535,1857

# Among those listed so far, these contain bromine:
SMILES,SRC3 TRFRET art,SRC1 TRFRET art
O=C(NCCN1CCCC1)c1ccc(Cn2c(=S)[nH]c3ccc(Br)cc3c2=O)cc1,1774,1926
O=C(Cn1nc([N+](=O)[O-])nc1Br)NC(c1ccccc1)c1ccccc1,1534,1869

# Remaining list, next part
SMILES,SRC3 TRFRET art,SRC1 TRFRET art
COc1ccc(NC(=O)C2=Cc3ccccc3OC2)cc1,1498,1821
COc1cccc(OC)c1C(=O)NNC(=O)c1ccc(F)cc1,1596,1666
Cc1ccc(CCc2nnc(SCC(=O)Nc3ccccc3Cl)n2-c2ccccc2)o1,1523,1535
Cc1cc(C(=O)CSc2nc(N)cc(N)n2)c(C)n1-c1cccc(C(F)(F)F)c1,1482,1653
Cc1ccc(OCCN2C(=O)c3ccccc3C2=O)c([N+](=O)[O-])c1,1595,1643
CC1Cc2ccccc2N1C(=O)CNc1ccccc1N1CCCCC1 (stereo unspecified),1551,1805
NCCCC[C@H](NC(=O)C1CCNCC1)c1nnc([C@@H](N)CO)o1,1690,1785
Cc1ccc(CN=c2c([N+](=O)[O-])nn(-c3cccc(Cl)c3)n2O)cc1,1499,2014
CCOC(=O)c1cnn(-c2ccccc2)c1NC(=O)c1ccccc1,1716,1974
N#Cc1ccc(C(=O)NC2CCCc3ccccc32)cc1 (stereo unspecified),1468,1669
CC(=O)Nc1ccccc1C(=O)C(=O)Nc1ccc(C(=O)N2CCOCC2)cc1,1897,1827
COc1ccc(CCN(Cc2ccccn2)C(=S)Nc2cccc(SC)c2)cc1OC,1850,2008
Clc1ccc2nncn2n1,1412,1759
O=S(=O)(Nc1ccc2cn[nH]c2c1)c1ccc(Cl)s1,1678,1983
CCOC(=O)C1=C(N)OC2=C(C(=O)CCC2)C1c1ccccc1OC (stereo unspecified),1407,1511
C#CCOCCOCCOCCNc1nc(N2CCN(C(=O)C(Cc3ccc(O)cc3)n3cc(C(N)CC(C)C)nn3)CC2)nc(N2CCN(C(=O)C(Cc3cc4ccccc4[nH]3)n3cc(C(N)C(C)CC)nn3)CC2)n1 (stereo unspecified),1513,1600
O=C(CSc1nc2ccccc2[nH]1)N1CCN(C(=O)c2ccco2)CC1,1503,1807
COc1ccc(CN(CC(=O)NCc2ccccc2)C(=O)c2csnn2)cc1,1403,1624
Cc1nc(N/C(N)=N/S(=O)(=O)c2ccc([N+](=O)[O-])cc2)nc2ccccc12,1417,1572
COC1C/C(=N\O)C2OC(c3ccccc3)OCC2O1 (stereo unspecified),1385,1698
CC(C(=O)NCCN1CCOCC1)c1ccc([N+](=O)[O-])cc1 (stereo unspecified),1551,1724
COc1cc(NC(=O)c2cccs2)c(OC)cc1NC(=O)CCC(=O)Nc1ccc2ncccc2c1,1613,1923
CCN(CC)CCNCc1cc(Br)ccc1OCC(=O)NCc1ccccc1,1450,1816
COc1cc2c(cc1O)CC[C@@H]1[C@@H]2CC[C@]2(C)[C@@H](O)CC[C@@H]12,1418,1671
CCc1ccc(NC(=O)Cn2nc(C)c([N+](=O)[O-])c2C)cc1,1709,1875
SMILES,SRC3 TRFRET art,SRC1 TRFRET art
COc1ccc(C2=COc3ccccc3C(=O)N2)cc1,1728,1955
Cc1ccc(CN=C2NC(=O)C(CC(=O)NCCc3ccccc3)S2)cc1 (stereo unspecified),1504,1660
COc1c(N)c2ccccc2[nH]c1=O,1432,1734
CC(=O)NN1C(=O)/C(=C\c2ccc(O)cc2)SC1=S,1773,1975
CCN(CC(=O)Nc1ccc(C)c(F)c1)CC(=O)NC(C)C,1494,1732
Cc1cccc2sc(N(CCCN(C)C)C(=O)CCc3ccccc3)nc12,1522,1562
O=C(CSc1nnc2ccccn12)N1CCc2ccccc2C1,1293,1848
CC1=NC(C#N)=C(C#N)NC(C)(C)C1,1610,1800
CN(C)c1nc(N(C)C)n(Cc2c(Cl)cccc2Cl)n1,1651,1913
COc1ccc(CC(=O)Nc2ccccc2NC(=O)c2ccco2)cc1OC,1562,1646
NC(=O)C1CCN(C(=O)CC2(CC(=O)O)CCCCC2)CC1,1682,1845
Clc1ccc(-c2csc(N3CCSCC3)n2)cc1,1803,1886
COc1ccccc1-c1ccc(SCc2ccccc2)nn1,1625,1584
CCC(C)NC(=O)COc1ccccc1[N+](=O)[O-] (stereo unspecified),1595,1742
Cc1cccc(N2CCN(C(=O)CCN3C(=O)C4C5C=CC(C5)C4C3=O)CC2C)c1 (stereo unspecified),1282,1644
N#CC1=C(N)OC2=C(CCc3ccccc32)C1c1ccccc1 (stereo unspecified),1777,1811
Brc1ccc(CSc2ncnc3nc[nH]c23)cc1,1324,1765
CCOC(=O)CC(NC(=O)Cn1nnc(-c2ccccc2F)n1)c1ccccc1Cl (stereo unspecified),1324,1505
Cc1ccn(CC(=O)N/N=C/c2cc([N+](=O)[O-])ccc2O)n1,1655,1903
O=C(COC(=O)/C=C/c1ccc(OC(F)F)cc1)NCCN1C(=O)CSC1=O,1576,1836
Cn1c(NC(=S)Nc2ccccc2)nc2ccccc21,1693,1773

# A different layout for 4 compounds above:
COc1cc(NC(=O)c2cccs2)c(OC)cc1NC(=O)CCC(=O)Nc1ccc2ncccc2c1
  SRC3 TRFRET art: 1613; SRC1 TRFRET art: 1923
CCN(CC)CCNCc1cc(Br)ccc1OCC(=O)NCc1ccccc1
  SRC3 TRFRET art: 1450; SRC1 TRFRET art: 1816
COc1cc2c(cc1O)CC[C@@H]1[C@@H]2CC[C@]2(C)[C@@H](O)CC[C@@H]12
  SRC3 TRFRET art: 1418; SRC1 TRFRET art: 1671
CCc1ccc(NC(=O)Cn2nc(C)c([N+](=O)[O-])c2C)cc1
  SRC3 TRFRET art: 1709; SRC1 TRFRET art: 1875

# High-throughput results (PubChem)
